Screens (PubChem BioAssay)
Mito fusion yeast: mitochondrial division inhibition or fusion activation | S. cerevisiae fusion-defective mutant growth rescue, CellTiterGlo 48 h | Potency, µM (titrated, usually from 46.1 µM), inactives show at the highest dose growth rescue (activation), most hits filed as activators | actives 0.23% (n = 320,000) | AID 485298;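 also: potency is read from the fitted curve at half-maximal effect; % of control where 0% means no effect; nearly all actives have a fitted effect of over 45% in size; temperature-sensitive fusion mutants such as fzo1-1 at 37 °C on non-fermentable ethanol glycerol medium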
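Growth-rescue viability read-out: after 48 h at the non-permissive 37C in glycerol/ethanol YPEG, yeast mitochondrial fusion mutants are measured by CellTiterGlo luminescence; compounds (23 nl pinned per well) restoring growth score as division inhibitors or fusion activators.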
Rab9 prom act: Rab9 promoter activation | Huh7 Rab9 promoter-luciferase reporter, luminescence, 24 h | Potency, µM (doses to about 9.22 µM), for the others: at the highest dose activation, negative = inhibition, actives largely listed as activators | actives 2.8% (n = 320,000); also: potency is read from the fitted curve at half-maximal effect; % of control where 0% means no effect; nearly all actives have a fitted effect of over 60% in size
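Measured in stably transfected Huh7 cells bearing a Rab9 promoter–luciferase construct: 24 h compound treatment at 37 °C, followed by luminescence detection.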
RORg inh: inhibitors of mouse ROR gamma transcriptional activity; AID 2551; P51450; Potency, µM (top dose mostly 53.6 µM), for the others: at the highest dose activity change, negative = inhibition, actives largely listed as inhibitors; Drosophila S2 Gal4-RORgamma UAS-luciferase reporter, 20 h; actives 5.4% (n = 310,000); also: potency is read from the fitted curve at half-maximal effect; % is scaled to controls: 0 for no effect and ±100 for the full control effect; nearly all actives have a fitted effect of over 60% in size
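Stable Schneider cell line, Gal4 DNA-binding domain fused to ROR gamma, UAS-luciferase. Cmpd 1 hr RT → CuSO4 700 uM final → 20 hr RT → luciferase reagent 10 min → luminescence.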
MBNL1 CUG block: MBNL1-poly(CUG) RNA binding inhibition; Q9NR56; actives 0.036% (n = 280,000); TR-FRET MBNL1-His/biotin-(CUG)12 binding, 665/545 ratio; Potency, µM (top dose mostly 57.5 µM), without a hit: top-dose activity change, negative = inhibition, actives largely listed as inhibitors; AID 2675; active = well fitted inhibition curve with a large enough effect in the signal ratio, with a control signal flat, not every such curve was filed as active; inconclusive = small, poorly fitted or top-dose-only effect, or effect the other way, or a change in a side signal; inactive = no such curve, though single readings can be large or run the other way; the % refers to the signal ratio; also: potency is read from the fitted curve at half-maximal effect; % is scaled to controls: 0 for no effect and ±100 for the full control effect
Target sequence (Q9NR56 whole entry, looked up): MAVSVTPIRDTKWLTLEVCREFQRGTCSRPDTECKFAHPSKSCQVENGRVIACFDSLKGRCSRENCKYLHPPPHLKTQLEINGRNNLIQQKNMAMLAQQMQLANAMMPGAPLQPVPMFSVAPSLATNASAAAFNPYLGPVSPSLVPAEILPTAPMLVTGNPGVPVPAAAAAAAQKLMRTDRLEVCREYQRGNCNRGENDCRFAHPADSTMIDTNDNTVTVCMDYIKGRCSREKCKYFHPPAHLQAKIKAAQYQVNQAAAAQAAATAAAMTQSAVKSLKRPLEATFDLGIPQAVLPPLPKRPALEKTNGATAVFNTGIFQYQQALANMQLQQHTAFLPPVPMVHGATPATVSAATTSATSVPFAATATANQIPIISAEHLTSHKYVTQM
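His-tagged MBNL1 binding to biotinylated (CUG)12 RNA was measured by TR-FRET using terbium anti-His antibody (0.055 ng/ul final) and streptavidin-XL665 (5 nM final). Compounds were titrated 92 nM to 58 uM; 60 min at room temperature.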
NPC1 prom act: activates the NPC1 promoter. Potency, µM (top dose mostly 9.22 µM), inactives show top-dose activation, actives largely listed as activators. Huh7 NPC1 promoter luciferase reporter, 24 h. AID 485313. actives 2.4% (n = 320,000);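 also: potency is read from the fitted curve at half-maximal effect; % of control where 0% means no effect; nearly all actives have a fitted effect of over 60% in size; reporter is driven by a mutant NPC1 promoter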
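Luminescence read-out of NPC1 promoter-driven luciferase in stably transfected Huh7 cells; compounds delivered in DMSO and left 24 h at 37C, 5% CO2, qHTS titration format.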
Menin MLL FP TR: inhibitors of human menin-MLL interaction, mutant MLL peptide | Menin + Texas Red MLL mutant peptide, fluorescence polarization | Potency, µM (highest dose often 61.6 µM), for inactives: at the highest dose FP activity change, negative = inhibition, usual class: inhibitors | actives 0.23% (n = 270,000) | AID 1768; active = well fitted inhibition curve with a large enough effect in the polarisation, with a control signal flat, not every such curve was filed as active; inconclusive = small, poorly fitted or top-dose-only effect, or effect the other way, or a change in a side signal; inactive = no such curve, though single readings can be large or run the other way; the % refers to the polarisation; also: potency is read from the fitted curve at half-maximal effect; % of control where 0% means no effect; many of its hits are not listed in these tables
FLuc counter: firefly luciferase modulation, counter-screen for miR-21 project | P08659 | purified FLuc, Km substrates, luminescence inhibition | Potency, µM (top dose mostly 57.5 µM), for inactives: top-dose activity change, negative = inhibition, hits mostly inhibitors | actives 6.9% (n = 360,000);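 also: potency is read from the fitted curve at half-maximal effect; plate controls were vehicle for no effect and reference inhibitor for full effect; nearly all actives have a fitted effect of over 55% in size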
Target sequence (P08659 whole entry, looked up): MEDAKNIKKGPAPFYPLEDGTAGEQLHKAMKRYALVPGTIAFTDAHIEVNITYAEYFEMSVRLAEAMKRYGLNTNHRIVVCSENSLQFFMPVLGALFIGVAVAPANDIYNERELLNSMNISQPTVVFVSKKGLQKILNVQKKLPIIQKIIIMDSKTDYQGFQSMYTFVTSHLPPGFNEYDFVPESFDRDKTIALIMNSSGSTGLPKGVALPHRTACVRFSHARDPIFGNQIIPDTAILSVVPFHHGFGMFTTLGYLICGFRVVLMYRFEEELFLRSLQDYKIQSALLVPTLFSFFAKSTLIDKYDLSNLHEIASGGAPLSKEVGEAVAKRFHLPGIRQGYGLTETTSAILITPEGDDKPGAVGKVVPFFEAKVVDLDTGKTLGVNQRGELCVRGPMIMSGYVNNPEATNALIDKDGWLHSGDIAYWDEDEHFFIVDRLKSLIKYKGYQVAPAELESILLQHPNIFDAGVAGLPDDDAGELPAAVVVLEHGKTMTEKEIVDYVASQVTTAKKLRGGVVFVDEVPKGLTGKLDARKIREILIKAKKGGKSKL
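Purified P. pyralis luciferase, 10 nM final, with Km-level 10 uM D-luciferin and 10 uM ATP in 50 mM Tris acetate pH 7.5, 10 mM Mg acetate, 0.01% Tween-20, 0.05% BSA; 6-point qHTS titration about 60 µM downward; luminescence read.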
Gal4-VP16 FLuc: inhibits Gal4-VP16 luciferase reporter, ROR gamma counter-screen. actives 3.5% (n = 310,000). Drosophila S2 Gal4-VP16 UAS-luciferase, luminescence, 20 h. Potency, µM (titrated, usually from 53.6 µM), without a hit: top-dose activity, negative = inhibition, most hits filed as inhibitors;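 also: Gal4-VP16 expression switched on by copper sulfate through the metallothionein promoter; potency is read from the fitted curve at half-maximal effect; % is scaled to controls: 0 for no effect and ±100 for the full control effect; nearly all actives have a fitted effect of over 50% in size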
KCNH2 3.1 block: KCNH2 3.1 (human) potassium channel inhibition; U2OS KCNH2 3.1, thallium flux FluxOr; stronger effect = lower value; activity change, % (tested at about 1.8 µM); actives 0.95% (n = 340,000);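 active = maximum activity change below -70%; inconclusive = maximum activity change from -70% to -50%; inactive = maximum activity change above -50%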;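 also: thallium influx rate constant from kinetic fluorescence after stimulation buffer; % is scaled to controls: 0 for no effect and ±100 for the full control effect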
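Steps: virus added to U2OS suspension (4 h, RT, dark); medium with 10% FBS added, cells plated, 37 C overnight; FluxOr/Red40 loading buffer 45 min RT; stimulation buffer, 2 min kinetic read; rate constant normalized.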
PKM2 activator: increases activity of human pyruvate kinase M2. purified PKM2, Kinase-Glo ATP luminescence, activation; response scale: 0% is enzyme alone, no compound. Potency, µM (highest dose often 57.5 µM), inactives show top-dose activation, hits mostly activators. actives 0.34% (n = 260,000). AID 1631; also: potency is read from the fitted curve at half-maximal effect; % is scaled to controls: 0 for no effect and ±100 for the full control effect; nearly all actives have a fitted effect of over 55% in size
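Purified hPK-M2 (>95% pure) converted ADP (0.1 mM final) to ATP with 0.5 mM PEP in 50 mM imidazole pH7.2, KCl, MgCl2, Tween 20, BSA; 1 h at room temperature. ATP detected by Kinase-Glo luminescence.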
ELG1 DNA repair: blocks ELG1-dependent DNA repair in HEK293T cells; HEK293T ELG1-luciferase reporter, luminescence, 16 h; DNA damage induced by 5-fluorouridine; Potency, µM (top dose mostly 46.1 µM), without a hit: top-dose activity change, negative = inhibition, actives largely listed as inhibitors; actives 2.3% (n = 330,000); also: potency is read from the fitted curve at half-maximal effect; % is scaled to controls: 0 for no effect and ±100 for the full control effect; nearly all actives have a fitted effect of over 55% in size
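In this reporter screen, reduction of luminescence relative to DMSO vehicle indicated activity. Compounds and 5-fluorouridine were added together to 2,000 cells per well, incubated for 16 hr at 37 °C, then developed with ONE-Glo.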
* = called active by the depositor; ? = inconclusive; / = no result given; [ ] = remark or other dose. Unless noted, calls follow the shape of the dose curve; as a rule, active = well fitted curve in the direction sought with a large enough effect; inconclusive = small, poorly fitted or top-dose-only effect, or another doubt; inactive = no such curve, though single readings can be large; an effect the other way counts as inactive or inconclusive. Some of the compounds tested; the hit share may differ from the screen's.

Value order – Mito fusion yeast	Rab9 prom act	RORg inh	MBNL1 CUG block	NPC1 prom act	Menin MLL FP TR	FLuc counter	Gal4-VP16 FLuc	KCNH2 3.1 block	PKM2 activator	ELG1 DNA repair
- CCOC(=O)N1CCN(C(=O)Cc2ccccc2OC)CC1
  -2%	4%	-1%	-3%	0%	8%	3%	-1%	11	1%	-1%
- Cc1ccccc1-n1nc2c(c1NC(=O)c1ccc(S(=O)(=O)N(C)C)cc1)CSC2
  -1%	-4%	18%	3%	1%	-6%	-2%	-4%	-12	0%	-7%
- CC1CC(=O)Nc2ccccc2N1S(=O)(=O)c1ccccc1 (stereo unspecified)
  7%	1%	-1%	-19%	0%	-16%	7%	13%	3	-12%	-19%
- CC(=O)Nc1cccc(/C(C)=N/NC(=O)c2ccc(CN3CCOCC3)cc2)c1
  6%	-12%	-23%	0%	-3%	-15%	7%	-10%	-4	-2%	?
- O=S(=O)(NC1CCCC1)c1ccc(S(=O)(=O)N2CCN(c3ccccc3)CC2)cc1
  -1%	-3%	-1%	2%	1%	7%	0%	0%	-9	4%	13%
- Cc1c(C(=O)OCC(=O)Nc2ccc(C(=O)N(C)C)cc2)oc2ccccc12
  0%	-4%	31%	12%	2%	4%	-5%	4%	-6	-3%	-3%
- CC(N=Cc1ccccc1O)c1ccccc1 (stereo unspecified)
  -3%	-4%	-10%	-3%	1%	-3%	-6%	-10%	0	15%	10%
- Fc1ccccc1-c1csc(=Nc2cccnc2)n1CCCn1ccnc1
  0%	-3%	?	10%	-4%	-5%	-14%	-17%	-16	10%	10µM*
- COc1ccccc1C(=O)COC(=O)CCNS(=O)(=O)c1ccc(C)c(C)c1
  0%	-7%	/	/	0%	/	4%	/	10	/	2%
- O=C(CC1NC(=O)NC1=O)NC1(C(=O)NC2CCCCC2)CCCCC1 (stereo unspecified)
  0%	-4%	0%	4%	1%	-6%	-1%	2%	-20	0%	-2%
- COCCCNC(=O)C1CCCN(S(=O)(=O)c2cccc3nsnc23)C1 (stereo unspecified)
  2%	0%	0%	?	-5%	27%	-1%	0%	18	/	3%
- O=S(=O)(Cc1cccc(F)c1)c1c[nH]c2ccccc12
  -3%	0%	19%	-4%	2%	0%[11.7 µM]	-1%	10%	-7	22%	10%
- CCOc1ccc(C2CC(=O)NC(SC)=C2C#N)cc1 (stereo unspecified)
  2%	0%	30%	25%	-3%	-8%	1%	9%	-4	2%	1%
- COc1cccc(NC(=S)N2CCc3cc(OC)c(OC)cc3C2COc2ccc3c(C)cc(=O)oc3c2)c1 (stereo unspecified)
  1%	1%	0%	/	-7%	-3%	7%	-5%	1	-10%	?
- CCOC(=O)c1ccc(NC(=O)Nc2ccc(S(N)(=O)=O)cc2)cc1
  -1%	-7%	-20%	-10%	2%	?	0%	2%	-16	-7%	0%
- O=S(=O)(c1ccc(-c2csc(-c3cccnc3)n2)cc1)N1CCCCC1
  ?	-3%	?	30%	-8%	28%	-8%	-21%	9	-6%	23µM*
- Cc1nc2ncnn2c(C)c1CCC(=O)Nc1csc(N)n1
  -1%	-2%	23%	0%	-1%	14%	2%	2%	-6	-3%	8%
- CN(C)c1cc(-c2ccc(Cl)cc2Cl)oc(=O)c1Cl
  14%	-1%	29%	8%	1%	/	-15%	-3%	13	1%	?
- CN1c2ccccc2C2(C)CCCC3=Cc4cc([N+](=O)[O-])cc([N+](=O)[O-])c4OC312 (stereo unspecified)
  6%	-5%	3%	2%	-1%	9%	0%	?	-11	-1%	13%
- COc1ccc(-c2c(=O)n(OCc3ccccn3)c3ccccc3[n+]2[O-])cc1OC
  -3%	-5%	5%	?	-1%	-7%	0%	1%	-4	-3%	13µM*
- CCOC(=O)c1c(C)c(C(=O)NC(C)COC)c(C)n1C (stereo unspecified)
  -1%	-9%	-27%	1%	-6%	-2%	-2%	3%	-11	-1%	14%
- Cc1ccc2oc(=O)c3cnn(CC(=O)NCCN4CCOCC4)c3c2c1
  9%	-9%	-27%	-4%	0%	1%	3%	-2%	-13	-11%	0%
- COc1ccc(S(=O)(=O)N2CCCC2CNC(=O)C(=O)NC2CC2)cc1 (stereo unspecified)
  3%	0%	/	/	0%	/	1%	/	-4	/	4%
- CC(C)(C)NC(=O)Cn1c(Cl)nc2ccccc21
  -4%	-4%	15%	4%	-2%	2%	-10%	3%	0	1%	-11%
- CC(=O)Nc1cc2c(ccc3ccccc32)oc1=O
  5%	-2%	-29%	11%	5%	-20%	2%	17%	2	0%	?
- COc1ccc(-n2nnnc2SCC(=O)NNC(=O)c2ccc([N+](=O)[O-])cc2)cc1
  -2%	-2%	1%	?	-2%	15%	4%	1%	-19	8%	?
- CC1CC(C)CN(S(=O)(=O)c2ccc3oc(=O)ccc3c2)C1 (stereo unspecified)
  2%	3%	3%	4%	-1%	/	1%	6%	7	3%	-3%
- COc1ccc(C2c3ccc(O)cc3Oc3ncn(CC(C)C)c(=N)c32)cc1 (stereo unspecified)
  -7%	2%	-5%	0%	0%	/	0%	-8%	-30	-16%	1%
- CN(C)c1ccc(P(=O)(OCc2ccccc2)C(O)c2ccc(Cl)cc2)cc1 (stereo unspecified)
  6%	2%	-4%	?	-2%	/	1%	0%	-1	3%	?
- COc1nc(N2CCCCCC2)nc(N2CCCCCC2)n1
  9%	-5%	15%	5%	4%	?	3%	9%	-2	-2%	-1%
- CCN(CC(=O)Nc1ccccc1C(F)(F)F)C(=O)CCOc1ccc(C)cc1
  -1%	0%	/	/	1%	/	1%	/	15	/	22%
- CCn1c(N2CCN(C(=S)NC)CC2)nc2ccccc21
  -1%	-1%	2%	-7%	-6%	-24%	4%	0%	2	1%	-2%
- CC(C)c1ccc(/C=N/NC(=O)CC(=O)NC2CCCCC2)cc1
  0%	-3%	0%	-10%	-1%	-5%	-17%	-3%	-7	1%	2%
- COC(=O)c1ccc(NC(=O)c2nc(S(=O)(=O)Cc3cccc(C)c3)ncc2Cl)cc1
  -51%[inhibitor]	-1%	6.3µM*	?	-30%	63%[activator]	-17%	4.5µM*	2	/	16µM*
- O=[N+]([O-])c1cccc(Oc2cnccn2)c1
  -3%	-1%	-34%	?	-3%	21%	-2%	-3%	-6	-4%	0%
- Cc1cccc(NC(=O)NC(C)C(c2ccccc2)N2CCN(C)CC2)c1 (stereo unspecified)
  -4%	-1%	4%	-8%	1%	-6%	-3%	4%	-21	-10%	15%
- COc1nn(C(C)C(=O)N2N=C(C(F)F)CC2(O)C(F)F)cc1[N+](=O)[O-] (stereo unspecified)
  -3%	-1%	-21%	0%	-3%	1%	9%	2%	-2	-3%	?
- CN(C1CCS(=O)(=O)C1)S(=O)(=O)c1cccs1 (stereo unspecified)
  0%	0%	/	/	0%	/	1%	/	-18	/	20%
- CN(CC(=O)Nc1ccc(F)cc1)C(=O)c1cc(-c2cccs2)nn1-c1ccccc1
  20%	-3%	/	/	2%	/	7%	/	-21	/	?
- Cc1c(C(=O)O)nnn1-c1nonc1N
  2%	-4%	-21%	-4%	-3%	9%	4%	2%	-3	-1%	-9%
- COc1ccc(NS(=O)(=O)c2ccc(C)c(C(=O)OC(C)C(=O)N3CCOCC3)c2)cc1 (stereo unspecified)
  -1%	-7%	/	/	0%	/	-1%	/	1	/	-11%
- COc1ccc(-c2noc(CNC(=O)CCN3C(=O)[C@H]4CC=CC[C@H]4C3=O)n2)cc1
  -2%	1%	6%	-2%	8%	/	0%	-12%	7	/	12%
- CCCCOC(=O)Nc1nnc(CCOCC)s1
  -9%	-3%	-2%	7%	-5%	-1%	4%	8%	8	2%	8%
- NS(=O)(=O)c1ccc(CCNC(=O)COC(=O)CN2C(=O)C3CCCCC3C2=O)cc1 (stereo unspecified)
  0%	-5%	-18%	-4%	-3%	2%	0%	1%	-12	-2%	5%
- O=C(c1cccnc1)N1CCN(Cc2cccc(Br)c2)CC1
  -8%	1%	10%	-4%	-1%	-14%	8%	3%	-4	-15%	?
- Cc1ccccc1C(=O)N/N=C/c1ccsc1C
  -22%	5.6µM*	17%	32%[activator][11.5 µM]	?	10%	11µM*	-6%	10	6%	?
